Screens deposited in PubChem by National Center for Advancing Translational Sciences (NCATS).
TRPV1 agonist – activates the human vanilloid receptor TRPV1; Q8NER1; hit rate 0.19% among 320,000; TRPV1-expressing cells, Fluo-8 calcium influx, agonist mode; activation, % at 8.33 µM; in the data active = activation above about 80%; inconclusive = between about 30% and that limit; note: 0% is about no effect
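Fluo-8 calcium influx in TRPV1-expressing cells, kinetic read (ex 480/em 520 nm). Compound added and read 3 min for agonist activity, followed by capsaicin at EC20 final and 2 min further read for enhancement.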
KCNH2 WT inh – inhibitors of human wildtype KCNH2 potassium channel. U2OS, BacMam KCNH2, thallium flux FluxOr; hits give low values. AID 720551. activity change, % at 1.84 µM. Q12809. hit rate 0.37% among 340,000;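 active = maximum activity change below -70%; inconclusive = maximum activity change between -70% and -50%; inactive = maximum activity change above -50%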; note: % is set by controls: 0 for no effect and ±100 for the full control effect
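U2OS cells were transduced with wild-type KCNH2 virus (2.03 x 10^8 / mL) for 4 h at room temperature, then cultured overnight at 37 C. Thallium flux was read with FluxOr dye. Rate constants were normalized to DMSO controls.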
ELG1 repair inh – inhibitors of ELG1-dependent DNA repair in HEK293T cells | Potency, µM (series often up to 46.1 µM), inactives show top-dose activity change, negative = inhibition, usual class: inhibitors | HEK293T ELG1-luciferase reporter, luminescence, 16 h; DNA damage induced by 5-fluorouridine | hit rate 2.3% among 330,000 | AID 504467; note: potency is the fitted concentration of half-maximal effect; % is set by controls: 0 for no effect and ±100 for the full control effect; nearly all actives have a fitted effect of over 55% in size
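In this reporter screen, reduction of luminescence relative to DMSO vehicle indicated activity. Compounds and 5-fluorouridine were added together to 2,000 cells per well, incubated for 16 hr at 37 °C, then developed with ONE-Glo.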
USP2a block – USP2a (human) protease inhibition; USP2 core, Ub-CHOP2 coupled fluorogenic reporter, 485/531; Potency, µM (titrated, usually from 38.3 µM), for inactives: at the highest dose activity change, negative = inhibition, hits mostly inhibitors; hit rate 0.01% among 330,000;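 note: potency is the fitted concentration of half-maximal effect; plate controls were DMSO wells for no effect and full inhibition by NEM control for full effect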
Target sequence (O75604 whole entry, looked up): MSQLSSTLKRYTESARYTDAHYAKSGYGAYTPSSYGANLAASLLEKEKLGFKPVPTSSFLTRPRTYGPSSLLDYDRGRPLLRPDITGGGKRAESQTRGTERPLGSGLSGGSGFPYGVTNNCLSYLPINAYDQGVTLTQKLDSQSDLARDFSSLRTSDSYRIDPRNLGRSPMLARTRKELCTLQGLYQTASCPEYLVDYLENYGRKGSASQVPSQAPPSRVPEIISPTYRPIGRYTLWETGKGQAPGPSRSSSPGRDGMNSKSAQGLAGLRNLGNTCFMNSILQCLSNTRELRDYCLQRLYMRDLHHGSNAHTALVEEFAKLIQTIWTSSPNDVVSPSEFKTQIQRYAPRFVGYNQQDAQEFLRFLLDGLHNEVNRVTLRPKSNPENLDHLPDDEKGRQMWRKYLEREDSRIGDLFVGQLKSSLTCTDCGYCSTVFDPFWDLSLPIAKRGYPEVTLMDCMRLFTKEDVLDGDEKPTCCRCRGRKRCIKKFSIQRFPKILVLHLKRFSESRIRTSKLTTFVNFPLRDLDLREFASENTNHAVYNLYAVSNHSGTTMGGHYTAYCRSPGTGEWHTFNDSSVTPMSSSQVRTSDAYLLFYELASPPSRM
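Deubiquitinase activity read as fluorescence (485/531 nm) after Ub-CHOP2 cleavage activates the enterokinase reporter on its substrate; USP2 core 10nM, Ub-CHOP2 and substrate 25nM each, 30min compound preincubation then 60min RT; data normalized to NEM, curves fitted.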
KCNH2 3.1 inh – blocks the human KCNH2 3.1 channel isoform; U2OS KCNH2 3.1, thallium flux FluxOr; hits give low values; activity change, % (tested at about 1.8 µM); hit rate 0.95% among 340,000; AID 720553;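 active = maximum activity change below -70%; inconclusive = maximum activity change from -70% to -50%; inactive = maximum activity change above -50%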;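 note: thallium influx rate constant from kinetic fluorescence after stimulation buffer; % is set by controls: 0 for no effect and ±100 for the full control effect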
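Channel expression came from 3.1 mutant virus (1.77 x 10^8 /mL) applied to suspended U2OS cells for 4 h. Flux was tracked with FluxOr dye plus Red40 quencher, and kinetic rate constants normalized to controls.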
TSHR antagonist – human thyrotropin receptor antagonism | P16473 | TSHR-expressing cells, TSH-stimulated cAMP HTRF, 2 h; hits give low values | activity change, negative = inhibition, % at 11.5 µM | hit rate 0.2% among 330,000 | AID 504810;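 active = activity change below a set negative limit, meaning inhibition stronger than a set level, cut at about -70% in these data; inconclusive = activity change between two set negative limits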; note: % is set by controls: 0 for no effect and ±100 for the full control effect
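Inhibition of cAMP made by TSHR-expressing cells under TSH stimulation (4nM final, EC80; 2 h, 37 deg C) is quantified with a one-step lysis HTRF kit, anti-cAMP cryptate versus cAMP-d2.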
Mito fusion act – mitochondrial division inhibition or fusion activation. S. cerevisiae fusion-defective mutant growth rescue, CellTiterGlo 48 h. Potency, µM (doses to about 46.1 µM), inactives show at the top dose growth rescue (activation), most hits filed as activators. hit rate 0.23% among 320,000;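 note: potency is the fitted concentration of half-maximal effect; % of control where 0% means no effect; nearly all actives have a fitted effect of over 45% in size; temperature-sensitive fusion mutants such as fzo1-1 at 37 °C on non-fermentable ethanol glycerol medium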
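Temperature-sensitive fusion-defective S. cerevisiae (e.g. fzo1-1, mgm1-5) were grown with compound in YPEG medium (3% ethanol, 3% glycerol) for 48 hours at 37C. Growth rescue was measured as viability by CellTiterGlo luminescence after 10 minutes at ambient.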
Eya2 phos inh – inhibitors of human Eya2 phosphatase activity. O00167. recombinant Eya2, OMFP fluorescence dephosphorylation (OMFP is methylfluorescein phosphate). Potency, µM (series often up to 76.9 µM), for the others: at the highest dose activity, negative = inhibition, usual class: inhibitors. hit rate 0.006% among 330,000; note: potency is the fitted concentration of half-maximal effect; % is set by controls: 0 for no effect and ±100 for the full control effect
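Eya2 (0.2 uM) preincubated 10 min at ambient with compound, then OMFP substrate added at 50 uM; 10 min reaction in 50 mM HEPES pH 7.5, 50 mM NaCl, 5 uM MgCl2, 0.05% BSA, 1 mM DTT. Fluorescence read at Ex 485/Em 525 nm.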
TCR activator – activates T cell receptor signaling; primary human leukocytes, anti-CD3, IL-2 HTRF, 48 h; Potency, µM (series often up to 9.22 µM), inactives show at the highest dose activation of IL-2 secretion, actives largely listed as activators; 330,000 tested, under 10 active; AID 504894; note: % of control where 0% means no effect
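Human primary leukocytes + a-CD3 beads + cpd, 48 hr; IL-2 in supernatant by HTRF (ex 320nm / em 665nm). No co-stimulatory signal supplied.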
AT treatment – potential ataxia-telangiectasia treatments restoring KAP-1 phosphorylation; […] A-T fibroblasts, KAP-1 phosphorylation AlphaLISA; neocarzinostatin DNA damage 30 min before lysis; Potency, µM (top dose mostly 57.5 µM), for inactives: top-dose activation, most hits filed as activators; hit rate 0.19% among 320,000; note: potency is the fitted concentration of half-maximal effect; % of control where 0% means no effect; nearly all actives have a fitted effect of over 45% in size
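ATM-like activity read as KAP-1 phosphorylation via AlphaLISA donor/acceptor antibody pairs after lysis and 6 hr at 25C. Cells were ATM-null patient fibroblasts ([…], hTERT), dosed 60 min, then exposed to the DSB inducer NCS for 30 min.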
The depositor's hits bear a star; ? = inconclusive; nt = not tested or not shown; [ ] = another dose, or the depositor's remark. Unless noted, calls come from the whole dose curve; as a rule, active = well fitted curve in the direction sought with a large enough effect; inconclusive = small, poorly fitted or top-dose-only effect, or another doubt; inactive = no such curve, though single readings can be large; an effect the other way counts as inactive or inconclusive. Some of the compounds tested; count on the stated rates, not on these rows.

SMILES,TRPV1 agonist,KCNH2 WT inh,ELG1 repair inh,USP2a block,KCNH2 3.1 inh,TSHR antagonist,Mito fusion act,Eya2 phos inh,TCR activator,AT treatment
COc1ccc(S(=O)(=O)NCCCCOc2ccc(Cl)cc2)cc1,2,1,?,-3%,-3,-7,21%,5%,2%,27%
Cn1cc(Cl)c(C(=O)OCC(=O)Nc2nc(-c3ccc(Br)cc3)cs2)n1,0,-2,?,-1%,-1,-39,2%,-7%,8%[46.1 µM],-1%
O=C(CSc1nnc(-c2ccc(S(=O)(=O)N3CCCC3)cc2)o1)NCc1ccccc1,-1,3,?,3%,-5,22,0%,-7%,-1%[46.1 µM],6%
CCCn1c(N)c(N(CCOC)C(=O)C2CCCC2)c(=O)[nH]c1=O,1,-5,2%,1%,-31,27,0%,8%,-11%,5%
Cc1cc(C)c2nc(N(CCCN(C)C)C(=O)c3ccc(S(=O)(=O)N4CC(C)OC(C)C4)cc3)sc2c1 (stereo not drawn),4,0,8%,1%,4,6,-10%,-25%,-4%,-3%
O=C(NCc1ccco1)C1CCCN1C(=O)NCc1ccccc1 (stereo not drawn),-2,5,-1%,11%,2,-5,13%,-11%,nt,1%
CCn1c(SCC(=O)Nc2ccc(S(=O)(=O)Nc3onc(C)c3C)cc2)nnc1-c1ccccc1,-2,-22,6%,2%,-1,51,9%,1%,nt,6%
CCCn1c(N)c(N(CCOC)C(=O)c2ccc(F)cc2)c(=O)[nH]c1=O,3,-5,0%,1%,15,1,-4%,-5%,-1%,1%
CCc1ccc(CC2(O)CC(C)N(C)CC2C)cc1 (stereo not drawn),-2,32,1%,0%,9,6,-4%,5%,nt,4%
Cc1cc(=O)[nH]c(SCCc2ccccc2)n1,?,-1,4%,-1%,9,-3,3%,-5%,-8%,-9%
CCCCc1c(O)nc(SCC(=O)N2CCOCC2)n(-c2ccccc2OC)c1=O,-2,-1,0%,7%,0,-16,-2%,3%,9%,6%
CCCn1c(N)c(C(=O)CSc2nnc3n2CCCCC3)c(=O)n(C)c1=O,0,9,5%,1%,5,-3,5%,14%,1%,16%
COc1cc(/C=C/C(=O)c2ccc3c(c2)OCO3)cc(OC)c1OC,6,0,16µM*,2%,-2,-7,-12%,-8%,-7%,8%
Fc1cccc2ncnc(OCc3ccccc3)c12,3,-2,0%,1%,-1,33,-3%,-6%,1%,7%
Cc1nnc(NC(=O)CSc2nnc(CNC(=O)c3ccccc3)n2-c2ccccc2)s1,3,3,9%,1%,-3,14,3%,0%,5%,-2%
Cn1ncc(Cl)c1C(=O)Nc1cccnc1,0,-5,6%,0%,15,-8,-1%,15%,0%,4%
COC(=O)c1sccc1NC(=O)CSc1nnnn1-c1ccccc1F,-2,-15,nt,nt,4,nt,18%,nt,0%,nt
O=C(O)COc1ccc(S(=O)(=O)N2CCCC2)cc1,-1,-8,-5%,-2%,7,3,-1%,6%,-27%,0%
O=C(CSc1nnc(-c2ccccc2Cl)o1)Nc1ccc2c(c1)OCCO2,3,-5,?,1%,-9,-5,-4%,4%,-2%[46.1 µM],4%
S=C1NC[C@H](Cc2ccccc2)N1CCc1cccc2ccccc12,16,9,?,1%,-7,-2,9%,-3%,-4%,5%
COCCCNC(=S)NNC(=O)c1ccc(S(=O)(=O)N2CCC(C)CC2)cc1,1,2,?,3%,-3,-2,-1%,-2%,-2%,3%
C=CC[C@@H](CC(=O)NCCO)C(=O)NC[C@@H](OC(=O)[C@H](CC=C)CC(=O)OC(C)(C)C)c1ccccc1,nt,nt,-18%,0%,nt,46,nt,-12%,0%,16%
Cc1ccc(S(=O)(=O)NNC2=NCCCCC2)cc1,2,4,13%,-1%,1,4,3%,6%,1%,1%
O=C(Cc1ccc2c(c1)CCCC2)Nc1ccccc1Cl,1,-3,?,-1%,6,5,3%,1%,0%,17%
CCOc1cc2c3c(c1)C1(Nc4ccccc4S1)C(=O)N3C(C)(C)CC2C (stereo not drawn),18,-8,?,-9%,2,47,?,-3%,nt,-3%
NC(=O)c1cc(Br)cc2c3c([nH]c12)CCCC3,1,-14,-16%,-2%,7,10,2%,2%,-14%,1%
O=C(C[C@@H]1C/C=C/CC[C@H](Cc2ccc(F)cc2)C(=O)OCCNC1=O)N[C@H](CO)Cc1ccccc1,nt,0,?,0%,nt,-12,nt,-20%,-6%,5%
O=C(COC(=O)CCSc1ccccc1Cl)NCc1ccco1,2,3,5%,2%,14,0,3%,0%,3%,6%
COc1ccc(C(=O)N2CCCC(Nc3ccc(F)cc3)C2)cc1F (stereo not drawn),?,-5,-4%,-1%,-8,14,3%,-14%,-1%,1%
[O-]/C(=C(\C(=S)Nc1cccc2ccccc12)[n+]1cccc(CO)c1)c1ccc(Cl)s1,-6,-7,?,1%,19,-4,6%,-10%,2%,0%
CCOC(=O)N1CCN(C(=O)C2CCCCC2)CC1,2,19,0%,2%,10,-4,-5%,8%,8%,1%
COc1ccc(N2CCN(C(=O)c3ccc(NS(=O)(=O)c4ccccc4)cc3)CC2)cc1,3,-2,?,-2%,-8,39,7%,-3%,4%[46.1 µM],nt
Cc1ccc(C(=O)c2cnc3cc4c(cc3c2S(=O)(=O)c2ccccc2)OCCO4)cc1,-5,9,?,0%,-21,-37,2%,1%,1%[46.1 µM],-4%
CSC1=NSC2=NC(=O)/C(=C\c3cccs3)C(=N)N12,1,6,?,0%,7,-10,14%,13%,-45%,-6%
CN(C)CCCNC(=O)C1CCNCC1,3,0,8%,0%,2,-2,2%,13%,-4%,2%
Cc1ccc(S(=O)(=O)NNC(=O)/C=C/c2cccc(F)c2)cc1,25,-3,-7%,5%,17,14,17%,-6%,9%,39%
CCc1ccc(NC(=O)CCC(=O)Nc2nnc(C(F)(F)F)s2)cc1,-1,7,15%,5%,0,-9,-13%,-2%,14%,0%
O=C(CSc1nnc(NC(=O)c2c(F)cccc2F)s1)NC1CCCCC1,-3,-6,13%,1%,10,-12,12%,1%,-6%,-15%
Cc1cc(C)cc(NC(=O)COC(=O)[C@@H](NC(=O)c2ccco2)C(C)C)c1,0,-4,-3%,-2%,-2,-3,2%,-14%,-5%,4%
Cc1nc(NCCO)c2nnn(Cc3ccccc3F)c2n1,3,-20,3%,0%,2,-13,-9%,-17%,-3%,3%

An excerpt of these results, with values under each structure.
Below each compound: TRPV1 agonist | KCNH2 WT inh | ELG1 repair inh | USP2a block | KCNH2 3.1 inh | TSHR antagonist | Mito fusion act | Eya2 phos inh | TCR activator | AT treatment
CSC1=NSC2=NC(=O)/C(=C\c3cccs3)C(=N)N12
 : 1 | 6 | ? | 0% | 7 | -10 | 14% | 13% | -45% | -6%
CN(C)CCCNC(=O)C1CCNCC1
 : 3 | 0 | 8% | 0% | 2 | -2 | 2% | 13% | -4% | 2%
Cc1ccc(S(=O)(=O)NNC(=O)/C=C/c2cccc(F)c2)cc1
 : 25 | -3 | -7% | 5% | 17 | 14 | 17% | -6% | 9% | 39%
CCc1ccc(NC(=O)CCC(=O)Nc2nnc(C(F)(F)F)s2)cc1
 : -1 | 7 | 15% | 5% | 0 | -9 | -13% | -2% | 14% | 0%

Three entries from above, ordered by formula weight, highest first.
SMILES,TRPV1 agonist,KCNH2 WT inh,ELG1 repair inh,USP2a block,KCNH2 3.1 inh,TSHR antagonist,Mito fusion act,Eya2 phos inh,TCR activator,AT treatment
[O-]/C(=C(\C(=S)Nc1cccc2ccccc12)[n+]1cccc(CO)c1)c1ccc(Cl)s1,-6,-7,?,1%,19,-4,6%,-10%,2%,0%
Cc1ccc(C(=O)c2cnc3cc4c(cc3c2S(=O)(=O)c2ccccc2)OCCO4)cc1,-5,9,?,0%,-21,-37,2%,1%,1%[46.1 µM],-4%
NC(=O)c1cc(Br)cc2c3c([nH]c12)CCCC3,1,-14,-16%,-2%,7,10,2%,2%,-14%,1%
